Bim-Bcl-B = inhibitors of Bim-Bcl-B interaction, human | Q9HD36 | bead-based flow cytometry, Bim peptide-Bcl-B binding | inhibition, % at 10 µM | hit rate 0.073% among 190,000 | AID 951;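 note: 0% = tracer peptide without compound and 100% = reference inhibitor peptide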
RGS8-Gao reg = human RGS8-Galphao interaction regulation | multiplexed bead flow cytometry, RGS8-Galphao binding; actives lie on both sides | P09471 | hit rate 0.34% among 220,000 | AID 1423 | response (percent of control binding), % at 10 µM; in the data active = response below about 60% or above about 140%; inactive = in between;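 note: Galphao activated as the GDP aluminium fluoride complex binding bead-coupled RGS8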
Target sequence (P09471 whole entry, looked up): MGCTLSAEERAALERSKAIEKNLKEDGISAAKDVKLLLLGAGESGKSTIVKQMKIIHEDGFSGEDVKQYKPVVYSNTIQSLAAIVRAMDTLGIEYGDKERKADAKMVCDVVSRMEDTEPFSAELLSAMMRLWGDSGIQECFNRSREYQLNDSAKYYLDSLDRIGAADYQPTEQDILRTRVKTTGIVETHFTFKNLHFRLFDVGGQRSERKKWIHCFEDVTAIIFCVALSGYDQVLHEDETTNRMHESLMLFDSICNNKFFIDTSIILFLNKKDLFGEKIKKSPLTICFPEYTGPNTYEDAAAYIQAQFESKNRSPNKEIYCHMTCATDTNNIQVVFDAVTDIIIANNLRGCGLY
RGS4-Gao reg = modulates binding of RGS4 to human Galphao | Multiplexed bead flow cytometry; actives lie on both sides | binding response (% of control), % at 10 µM | hit rate 0.33% among 220,000 | AID 1415; in the data active = binding response below about 49% or above about 150%; inactive = in between;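 note: fluorescent Galphao activated with aluminum fluoride binding bead-coupled RGS4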
Bim-Bcl-XL = human Bim-Bcl-XL interaction inhibition; Q07817; Bim peptide-Bcl-XL binding, bead flow cytometry, fluorescence; inhibition, % at 10 µM; hit rate 0.04% among 190,000; AID 1007
ABCB1 block = human ABCB1 inhibition, ABCG2 as counter-screen; hit rate 0.067% among 190,000; AID 1326; CCRF-Adr cells, JC-1 efflux, flow cytometry; inhibition, % at 6.6 µM; in the data active = inhibition above about 40%;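 note: 0% = vehicle and 100% = reference inhibitor; higher value means more JC-1 retained so stronger ABCB1 efflux block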
Bcl-W Bim block = inhibitors of Bim-Bcl-W interaction, human. bead-based flow cytometry, Bim peptide-Bcl-W binding. inhibition, % at 10 µM. hit rate 0.02% among 190,000. AID 952;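 note: 0% = bound tracer without compound and 100% = peptide blocker; higher means less fluorescent Bim peptide bound to Bcl-W beads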
RGS7-Gao reg = regulators of human RGS7-Galphao interaction; AID 1439; P09471; hit rate 0.35% among 220,000; Multiplexed bead flow cytometry, RGS7-Galphao binding; actives lie on both sides; binding response (% of control), % at 10 µM; in the data active = binding response below about 49% or above about 150%; inconclusive = no clear call, values can overlap the other calls; inactive = in between;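 note: fluorescent Galphao held in activated GDP-AlF4 state binding bead-coupled RGS7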
Bim-Bfl-1 = inhibitors of Bim-Bfl-1 interaction, human; Q16548; Bead-based flow cytometry, Bim-Bfl-1 binding inhibition; inhibition, % at 10 µM; hit rate 0.12% among 190,000; AID 1008;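 note: 0% = wells without compound plus tracer and 100% = blocker peptide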
Bim-Mcl-1 = disrupts Bim peptide binding to human Mcl-1; Bead-based flow cytometry, Bim peptide-Mcl-1 binding; inhibition, % at 10 µM; hit rate 0.1% among 190,000;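 note: 0% = no compound tracer wells and 100% = peptide blocker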
ABCG2 inh = inhibitors of human ABCG2 transporter, ABCB1 counter-screen. Q9UNQ0. IgMXP3 cells, JC-1 efflux, flow cytometry. inhibition, % at 6.6 µM. hit rate 0.1% among 190,000. AID 1325;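 active = inhibition above 80%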;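 note: 0% = DMSO and 100% = nicardipine control wells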
Target sequence (Q9UNQ0 whole entry, looked up): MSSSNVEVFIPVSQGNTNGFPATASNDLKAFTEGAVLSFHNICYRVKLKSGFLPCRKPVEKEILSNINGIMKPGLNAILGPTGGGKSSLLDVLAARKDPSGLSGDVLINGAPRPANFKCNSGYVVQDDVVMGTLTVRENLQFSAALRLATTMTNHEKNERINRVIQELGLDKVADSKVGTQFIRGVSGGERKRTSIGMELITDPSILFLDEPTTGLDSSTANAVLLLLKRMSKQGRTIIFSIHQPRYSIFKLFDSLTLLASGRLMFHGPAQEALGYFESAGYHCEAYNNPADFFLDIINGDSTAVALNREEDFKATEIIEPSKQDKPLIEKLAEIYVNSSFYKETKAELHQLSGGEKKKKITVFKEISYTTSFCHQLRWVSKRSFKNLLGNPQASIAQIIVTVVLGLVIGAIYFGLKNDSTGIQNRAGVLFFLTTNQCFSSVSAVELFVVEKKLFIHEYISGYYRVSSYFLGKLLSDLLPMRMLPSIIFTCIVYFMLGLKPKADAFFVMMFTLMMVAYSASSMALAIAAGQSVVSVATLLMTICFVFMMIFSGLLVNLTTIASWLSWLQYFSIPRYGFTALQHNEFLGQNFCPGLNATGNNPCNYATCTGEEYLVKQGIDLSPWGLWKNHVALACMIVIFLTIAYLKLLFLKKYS
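Times: 10 min at 25 °C | Test system: Two drug-resistant human cell lines, ABCG2 and ABCB1 | Quantity: 3 million cells/mL final, two lines in 1:1 ratio | Signal: Flow cytometry, 530 nm JC-1 signal | Dosing: Compound at 6.6 µM | Controls: Nicardipine and DMSO wells | Reagent: JC-1 as fluorescent efflux pump substrate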
Bcl-2 Bim block = human Bim-Bcl-2 interaction inhibition. P10415. Bead-based flow cytometry, Bim peptide-Bcl-2 binding. inhibition, % at 10 µM. hit rate 0.06% among 190,000; in the data active = inhibition above about 40%; inconclusive = no clear call, values can overlap the other calls;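 note: 0% = no compound wells with probe peptide and 100% = reference peptide inhibitor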
Active calls of the source: *; u = inconclusive. Cut-off read from the data, not from the text of the source, unless noted: active = inhibition above about 40%.

1	Cc1cccc(NC(=O)CSc2nnc(CCCCCNC(=O)OC(C)(C)C)o2)c1C
2	O=C(/C=C/c1ccc([N+](=O)[O-])cc1)OCc1cnc(-c2ccccc2)o1
3	Cc1cc(C)c2c(n1)SCC(=O)N2CC(=O)NCCC1=CCCCC1
4	Cc1ccc(-c2noc(=O)n2CC(=O)Nc2ccc(S(=O)(=O)NC3CC3)cc2)cc1
5	CN(Cc1ccccc1)C(=O)CCNC(=O)Cn1cnc2ccccc2c1=O
6	Cc1c(NC(=O)Nc2ccc(Cl)cc2Cl)c(=O)n(-c2ccccc2)n1C
7	CCOC(=O)C1CCCN(C(=S)NC2CCCC2)C1 (stereo not drawn)
8	CN(Cc1ccon1)Cc1cn[nH]c1-c1ccc(-c2ccccc2)cc1
9	CCc1cc2c(=O)n(Cc3ccco3)c(SCc3c(C)noc3C)nc2s1
10	CCOc1ccc(CC(=O)N2CCN=C2SCc2ccc([N+](=O)[O-])cc2)cc1
assay / compound	1	2	3	4	5	6	7	8	9	10
Bim-Bcl-B	-4	-1	2	0	-1	-6	-9	0	-2	-5
RGS8-Gao reg	101	101	111	100	104	98	98	85	98	98
RGS4-Gao reg	103	105	110	104	102	98	99	97	101	101
Bim-Bcl-XL	-4	0	2	0	-5	-3	3	-3	-1	-3
ABCB1 block	1.2	1.1	0.6	-0.4	0.5	0.7	0.6	0.2	4.9	3.8
Bcl-W Bim block	0	-1	1	2	-2	-1	4	0	5	0
RGS7-Gao reg	100	102	109	107	100	106	u	95	97	u
Bim-Bfl-1	0	-3	4	-1	0	-6	0	3	0	-5
Bim-Mcl-1	-3	-1	1	0	-3	-2	5	-2	11	-2
ABCG2 inh	4	2	1	-1	1	2	5	3	4	11
Bcl-2 Bim block	0	-3	1	3	-7	-3	-1	-1	0	-5

11	O=C(c1cccc([N+](=O)[O-])c1)N1CCN(C(=O)c2ccco2)CC1
12	Cc1nn(CC(=O)N(C)C)c(=O)c2ccccc12
13	C=CCn1c(C(C)NC(=O)c2ccccc2C)n[nH]c1=S (stereo not drawn)
14	CCn1cc(C(=O)NC(=S)Nc2sc3c(c2C(=O)OC)CCCCCC3)cn1
15	CCCCC(c1nnnn1CC1CCCO1)N1CCN(c2cccc(C)c2C)CC1 (stereo not drawn)
16	CCCCCc1nnc(N)s1
17	CCOC(=O)C1=C(CNCCc2ccc(Cl)cc2)NC(=O)NC1c1cccc([N+](=O)[O-])c1 (stereo not drawn)
18	COC(=O)CNC(=O)COC(=O)/C=C/c1ccc2ccccc2n1
19	COC(=O)c1cnc(SCc2ccc(Cl)cc2)n1C
20	CC(C)NC(=O)C1COc2ccccc2O1 (stereo not drawn)
assay / compound	11	12	13	14	15	16	17	18	19	20
Bim-Bcl-B	-9	-2	-5	-12	-1	-5	-2	0	-5	-5
RGS8-Gao reg	101	100	99	102	101	110	98	96	105	102
RGS4-Gao reg	99	99	101	103	99	118	100	94	105	105
Bim-Bcl-XL	-4	-3	-4	-8	2	-4	-2	0	-2	-3
ABCB1 block	2.9	0.2	0.0	0.3	0.6	0.2	4.2	0.0	0.8	1.2
Bcl-W Bim block	-3	3	-3	-7	0	-4	-1	-2	-4	0
RGS7-Gao reg	104	98	105	101	98	112	99	100	u	110
Bim-Bfl-1	-3	-10	-1	-7	-2	-2	-5	-3	-1	-5
Bim-Mcl-1	-2	3	0	-3	0	-2	-2	-4	0	-2
ABCG2 inh	5	1	-3	-3	0	0	8	15	1	2
Bcl-2 Bim block	-8	0	-1	-7	-2	-1	-4	-1	-6	-4

Rewritten with bars between the fields: entries from further up.
cpd | canonical_smiles | Bim-Bcl-B | RGS8-Gao reg | RGS4-Gao reg | Bim-Bcl-XL | ABCB1 block | Bcl-W Bim block | RGS7-Gao reg | Bim-Bfl-1 | Bim-Mcl-1 | ABCG2 inh | Bcl-2 Bim block
15 | CCCCC(c1nnnn1CC1CCCO1)N1CCN(c2cccc(C)c2C)CC1 (stereo not drawn) | -1 | 101 | 99 | 2 | 0.6 | 0 | 98 | -2 | 0 | 0 | -2
20 | CC(C)NC(=O)C1COc2ccccc2O1 (stereo not drawn) | -5 | 102 | 105 | -3 | 1.2 | 0 | 110 | -5 | -2 | 2 | -4
18 | COC(=O)CNC(=O)COC(=O)/C=C/c1ccc2ccccc2n1 | 0 | 96 | 94 | 0 | 0.0 | -2 | 100 | -3 | -4 | 15 | -1
19 | COC(=O)c1cnc(SCc2ccc(Cl)cc2)n1C | -5 | 105 | 105 | -2 | 0.8 | -4 | u | -1 | 0 | 1 | -6
14 | CCn1cc(C(=O)NC(=S)Nc2sc3c(c2C(=O)OC)CCCCCC3)cn1 | -12 | 102 | 103 | -8 | 0.3 | -7 | 101 | -7 | -3 | -3 | -7
16 | CCCCCc1nnc(N)s1 | -5 | 110 | 118 | -4 | 0.2 | -4 | 112 | -2 | -2 | 0 | -1

Additional structures follow.
21	CN1CCN(Cc2nc3ccccc3c(=O)n2Cc2nc(-c3ccccc3F)cs2)CC1
22	C=CCNC(=S)NNC(=O)COc1c(Cl)cc(Cl)cc1Cl
23	Cc1ccc(OCC(=O)Nc2ccc(N3CCN(C(=O)c4ccco4)CC3)cc2)cc1
24	COc1ccc(CC(=O)NC(c2ccccc2)c2ccccc2)cc1S(=O)(=O)N1CCOCC1
25	CCOCCCNCc1cc(Br)ccc1OCC
26	CCN(C=NC1=NN(c2cccc(C(F)(F)F)c2)CC1)CC
27	CCCNc1cc(C)c(C#N)c2nc3ccccc3n12
28	Cc1ccc2nc(SCC(=O)N(CC(C)C)c3c(N)n(CC(C)C)c(=O)[nH]c3=O)[nH]c2c1
29	Cn1c2c(c(=O)n(C)c1=O)C(c1cc3c(cc1Br)OCO3)CC(=O)N2 (stereo not drawn)
30	CCOC(=O)C1C(=O)Nc2nc(C)nn2C1c1ccccc1 (stereo not drawn)
assay / compound	21	22	23	24	25	26	27	28	29	30
Bim-Bcl-B	-34	-12	0	-5	-6	-17	-10	0	-10	0
RGS8-Gao reg	101	97	98	99	102	101	100	125	102	100
RGS4-Gao reg	101	94	100	98	99	101	98	117	101	103
Bim-Bcl-XL	-9	-5	-3	-1	-4	-7	-7	-6	-2	0
ABCB1 block	1.5	-0.4	0.7	0.5	0.8	1.4	1.8	0.8	0.0	0.8
Bcl-W Bim block	-5	-2	-2	0	1	-3	-4	-5	0	1
RGS7-Gao reg	105	95	97	100	95	101	96	117	103	100
Bim-Bfl-1	2	-4	-4	-7	-3	3	-8	-3	-12	-1
Bim-Mcl-1	-1	-6	0	0	1	-4	-17	-5	1	-2
ABCG2 inh	3	-3	3	0	5	13	3	3	0	3
Bcl-2 Bim block	-6	-8	2	-2	0	-1	-49	-5	-7	-1

31	CCCC(=O)NC(c1ccc(N(C)C)cc1)c1c(O)ccc2ccccc12 (stereo not drawn)
32	COc1ccc(OC)c(-n2nnnc2SCC(=O)Nc2ccc(C(=O)N3CCCCC3)cc2)c1
33	O=c1cc(NC2CCCCC2)c2ccccc2o1
34	CCCCCC(=O)NC(=S)NNC(=O)CC
35	CCOC(=O)C1CCN(S(=O)(=O)c2ccc(NC(=O)OC)cc2)CC1
36	Cc1ccc2c(c1)NC(=O)c1cccc([N+](=O)[O-])c1CO2
37	COc1cc(NC(=O)c2ccccc2Cl)c(OC)cc1NC(=O)CN1CCOCC1
38	CCOC(=O)CC1C(=O)NCCN1S(=O)(=O)c1ccc(Br)cc1 (stereo not drawn)
39	CCCCn1c(C(C)O)nc2ccccc21 (stereo not drawn)
40	Cc1ncn(C23CC4CC(CC(C4)C2)C3)n1
assay / compound	31	32	33	34	35	36	37	38	39	40
Bim-Bcl-B	-3	-7	-14	-8	-1	-5	-5	-5	0	-7
RGS8-Gao reg	103	99	99	102	104	99	103	94	101	87
RGS4-Gao reg	101	99	99	103	98	99	104	91	100	98
Bim-Bcl-XL	-2	-2	-4	-3	-1	-1	-5	0	-2	-5
ABCB1 block	1.1	0.8	0.3	0.0	1.8	1.2	0.4	1.5	0.6	0.4
Bcl-W Bim block	-3	-1	2	-2	0	-4	-4	1	-1	-5
RGS7-Gao reg	101	100	96	104	101	95	106	87	97	94
Bim-Bfl-1	-4	-9	-11	1	-6	-5	-26	-5	0	-5
Bim-Mcl-1	0	-6	-2	-2	0	0	-3	-2	0	-5
ABCG2 inh	6	5	3	0	6	11	36	11	2	0
Bcl-2 Bim block	-1	-5	-13	2	-1	0	-8	-2	-1	-5

41	O=C(Nc1ccc(NC(=O)c2cccs2)cc1Cl)c1ccco1
42	Cc1ccc2[nH]c3c(c2c1)SC(C)(C)CC3=O
43	Cc1csc(=Nc2ccccc2)n1CCCN1CCCC1=O
44	COc1ccc(CN2CCC(=O)NC2=O)cc1
45	CCCn1nc(C(=O)Oc2ccc3c(C)cc(=O)oc3c2)c2ccccc2c1=O
46	CCOC(=O)C1(C(F)(F)F)N=C(C(F)(F)F)Nc2cc(C)c(C)cc21 (stereo not drawn)
47	OC(CC1CC12c1ccccc1-c1ncccc12)(c1ccccc1)c1ccccc1 (stereo not drawn)
48	CCN1CCN(CCNC(=O)c2ccc(/C=C3/Sc4ccccc4N(Cc4cccc(C)c4)C3=O)cc2)CC1
49	Cc1ccc(C)c(NC(=S)NNC(=O)c2csc3c2CCCC3)c1
50	CC(CNC(=O)c1cncc(O)c1)NC(=O)c1cncc(O)c1 (stereo not drawn)
assay / compound	41	42	43	44	45	46	47	48	49	50
Bim-Bcl-B	-3	-7	-9	-6	0	-4	-11	-5	-12	-8
RGS8-Gao reg	101	100	100	102	100	102	101	103	99	103
RGS4-Gao reg	100	102	97	100	102	102	102	104	102	104
Bim-Bcl-XL	-2	-2	1	-14	0	-3	-4	-1	-7	-4
ABCB1 block	-0.8	1.1	0.9	0.2	1.2	0.4	3.0	0.6	-0.1	0.3
Bcl-W Bim block	0	-1	-1	-1	2	-4	3	-3	0	0
RGS7-Gao reg	96	u	104	99	106	100	95	97	99	103
Bim-Bfl-1	-3	-5	0	-9	2	-1	-11	0	-9	-12
Bim-Mcl-1	0	-2	0	-5	0	-4	-2	0	-1	1
ABCG2 inh	-6	10	14	0	6	2	8	-2	0	4
Bcl-2 Bim block	-2	-4	0	-12	2	-5	-12	-2	-7	-8

51	COc1ccc(/C=N/NC(=O)c2ccc(=O)n(C)c2)cc1OC
52	CC(=O)c1ccc(NC(=S)Nc2ccc(Br)c(Cl)c2)cc1
53	O=C(COC(=O)CNC(=O)c1cccc([N+](=O)[O-])c1)Nc1cccc(S(=O)(=O)N2CCCC2)c1
54	CCOC(=O)C1(C)/C(=N/Nc2ccc(Cl)cc2)C(=O)C(=O)N1c1ccccc1 (stereo not drawn)
assay / compound	51	52	53	54
Bim-Bcl-B	0	-6	-6	-2
RGS8-Gao reg	105	106	101	104
RGS4-Gao reg	99	102	99	110
Bim-Bcl-XL	1	3	-6	1
ABCB1 block	0.1	-0.5	-0.1	0.5
Bcl-W Bim block	0	1	-6	8
RGS7-Gao reg	98	104	100	106
Bim-Bfl-1	-1	-7	-4	0
Bim-Mcl-1	2	0	-13	4
ABCG2 inh	6	0	0	0
Bcl-2 Bim block	2	-3	-6	0

Assay outcomes (PubChem)
